CHT allo act: CHT positive allosteric modulators, primary screen, cell-based, membrane potential dye, choline EC20; 0.49% of 310,000 active; AID 488977, 2010; High affinity choline transporter 1 (Homo sapiens), Q9GZV3; B-score at 10 µM; CHT-expressing cells; stronger effect = higher value; LV-AA mutant CHT in HEK293 cells;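 active = initial fluorescence not abnormally high and integrated response B-score, plate-corrected, over 3 SD above library mean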
Target sequence (Q9GZV3 whole entry, looked up): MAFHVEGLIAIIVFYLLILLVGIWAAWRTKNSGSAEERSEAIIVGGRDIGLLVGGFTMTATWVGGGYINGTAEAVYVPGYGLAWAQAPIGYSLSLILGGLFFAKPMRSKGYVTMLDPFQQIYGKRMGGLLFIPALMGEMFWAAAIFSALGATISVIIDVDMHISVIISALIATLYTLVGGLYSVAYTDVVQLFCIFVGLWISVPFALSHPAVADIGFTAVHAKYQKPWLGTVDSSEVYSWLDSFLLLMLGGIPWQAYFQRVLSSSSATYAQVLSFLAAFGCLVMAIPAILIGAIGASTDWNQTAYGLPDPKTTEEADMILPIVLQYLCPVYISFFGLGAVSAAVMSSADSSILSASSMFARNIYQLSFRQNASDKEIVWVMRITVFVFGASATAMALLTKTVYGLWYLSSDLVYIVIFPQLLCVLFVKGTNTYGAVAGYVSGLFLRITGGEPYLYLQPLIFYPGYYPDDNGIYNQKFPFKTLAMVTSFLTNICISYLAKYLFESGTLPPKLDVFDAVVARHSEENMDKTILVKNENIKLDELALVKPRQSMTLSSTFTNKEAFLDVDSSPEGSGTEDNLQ
OX1R antag: OX1R (HCRTR1) antagonists, primary screen, fluorescence, CHO/OX1R cells, Fluo-8 calcium, orexin A | Fluo-8 calcium fluorescence | inhibition, % at 5 µM | AID 434989, 2010 | Orexin/Hypocretin receptor type 1 (Homo sapiens), O43613 | 0.43% of 330,000 active;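 active = inhibition above its plate's threshold, mean inhibition of all tested compounds on the plate plus 3 SD, cut at about 37% in these data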;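 also: 0% = orexin A challenge wells and 100% = SB-334867-A antagonist wells; not every result past the cut was called active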
Target sequence (O43613 whole entry, looked up): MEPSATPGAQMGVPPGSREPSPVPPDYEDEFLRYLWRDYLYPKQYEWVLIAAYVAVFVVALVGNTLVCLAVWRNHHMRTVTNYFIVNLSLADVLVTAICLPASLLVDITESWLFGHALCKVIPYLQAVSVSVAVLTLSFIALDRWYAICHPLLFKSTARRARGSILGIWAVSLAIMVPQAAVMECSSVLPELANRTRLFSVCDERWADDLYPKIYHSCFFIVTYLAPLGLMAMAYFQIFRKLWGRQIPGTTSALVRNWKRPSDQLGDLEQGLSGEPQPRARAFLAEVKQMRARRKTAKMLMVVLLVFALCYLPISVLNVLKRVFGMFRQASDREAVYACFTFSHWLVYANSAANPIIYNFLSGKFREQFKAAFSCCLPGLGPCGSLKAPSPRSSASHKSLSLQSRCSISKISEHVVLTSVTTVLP
Starred values were filed as active, the others as inactive; i = inactive; · = not tested or not shown.

# | structure | CHT allo act | OX1R antag
1 | COCCNC(=O)c1onc(CS(=O)(=O)c2cc(C)cc(C)c2)c1C(=O)NCCOC | i | -22
2 | NC(=O)[C@H](Cc1cc2ccccc2s1)NC(=O)[C@@H]1CC2(CC(c3cccc(NC(=O)[C@@H]4CCC(=O)N4)c3)=NO2)CN1C(=O)/C=C/Sc1ccccc1 (stereo partly drawn) | i | 18
3 | COCCCNC(=S)Nc1cccc(S(=O)(=O)NC2=NCCC2)c1 | i | 4
4 | Cc1ccc2nc(SCC(=O)NNC(=O)c3ccccc3)[nH]c2c1 | i | -2
5 | COc1cccc(OC)c1C(=O)OCC(=O)Nc1ccc(OC(F)(F)F)cc1 | i | -5
6 | O=C1N[C@H](Cc2ccccc2)COC(=O)[C@H](Cc2ccc(F)cc2)CC/C=C/C[C@@H]1CC(=O)N(CCO)Cc1ccccc1 | · | 3
7 | CC(=O)c1cccc(NC(=O)c2ccccc2N(C)S(=O)(=O)c2ccc(C)cc2)c1 | i | -45
8 | Cc1ccc2ncnc(Oc3ncccc3NC(=O)C(C)(C)C)c2c1 | i | -12
9 | Cn1cnc2c1c(=O)n(Cc1ccc(Cl)cc1Cl)c(=O)n2C | i | -20
10 | O=c1cc(N2CCCCC2)nc2n1CCCS2 | i | -2
11 | CN1CCCN(C(=O)CNC(=O)c2ccc(Cl)cc2Cl)CC1 | · | -2
12 | O=C(c1ccc(C#CC2(O)CCCCC2)cc1)N1CCN(C(c2ccccc2)c2ccccc2)CC1 | i | 0
13 | O=C(COC(=O)c1ccccc1NCCO)NNC(=O)c1cccs1 | i | -1
14 | O=C1CCN(Cc2ccccc2)S(=O)(=O)c2c(F)cc(F)cc21 | · | -8
15 | CCN1CCN(CCOc2cccc(Oc3ccccc3)c2)CC1 | i | -1
16 | CCOc1ccc(-c2nnc(N)o2)cc1 | i | -13
17 | O=C(c1cc(-c2ccc(Br)cc2)n[nH]1)N1CCN(C(=O)c2ccccc2Br)CC1 | i | -13
18 | COc1cc(C(=O)OCC2CC(c3ccccc3)=NO2)cc(OC)c1OC (stereo not drawn) | i | -14
19 | CCCN(CCC)CCNC(=O)C1CCN(Cc2nc(-c3ccc(Cl)cc3)oc2C)CC1 | i | -32
20 | COc1ccc(OCC(O)CN2CCNCC2)cc1 (stereo not drawn) | i | ·
21 | COc1cc(/C=C/c2ccc3cccc([N+](=O)[O-])c3n2)ccc1OCC#N | i | -13
22 | O=C(CN1C(=O)NC2(CCCC2)C1=O)Nc1cc(Cl)ccc1N1CCCCC1 | i | -42
23 | CCCCNC(=O)n1c(=O)oc2ccc(Cl)cc21 | i | -3
24 | O=C(Nc1ccc(F)cc1)Nc1ccccc1F | i | 5
25 | COc1ccc(CCNC(=O)C2CC(c3cc(C(F)(F)F)cc(C(F)(F)F)c3)=NO2)cc1 (stereo not drawn) | i | -12
26 | CN1c2ccccc2C(C)(C)C12CCCC(=O)N2 (stereo not drawn) | i | -18
27 | COc1ccc([C@@H]2[C@@H]3C(=O)N(C(C)(C)C)C(=O)[C@@H]3[C@]3(CC(C)C)C(=O)N(c4ccc(C(F)(F)F)cc4)C(=O)N23)cc1 | i | -12
28 | CCS(=O)(=O)Nc1cccc(C2=NN(S(=O)(=O)CC)C(c3cccs3)C2)c1 (stereo not drawn) | i | -11
29 | COc1ccc(C2=NOC(C(=O)Nc3cccnc3Cl)C2)cc1 (stereo not drawn) | i | -15
30 | CCC(C)c1ccc(OCC(=O)NNC(=O)C2CCCCC2)cc1 (stereo not drawn) | i | -5

The final 7 records of the part above lead into the next.
# | structure | CHT allo act | OX1R antag
24 | O=C(Nc1ccc(F)cc1)Nc1ccccc1F | i | 5
25 | COc1ccc(CCNC(=O)C2CC(c3cc(C(F)(F)F)cc(C(F)(F)F)c3)=NO2)cc1 (stereo not drawn) | i | -12
26 | CN1c2ccccc2C(C)(C)C12CCCC(=O)N2 (stereo not drawn) | i | -18
27 | COc1ccc([C@@H]2[C@@H]3C(=O)N(C(C)(C)C)C(=O)[C@@H]3[C@]3(CC(C)C)C(=O)N(c4ccc(C(F)(F)F)cc4)C(=O)N23)cc1 | i | -12
28 | CCS(=O)(=O)Nc1cccc(C2=NN(S(=O)(=O)CC)C(c3cccs3)C2)c1 (stereo not drawn) | i | -11
29 | COc1ccc(C2=NOC(C(=O)Nc3cccnc3Cl)C2)cc1 (stereo not drawn) | i | -15
30 | CCC(C)c1ccc(OCC(=O)NNC(=O)C2CCCCC2)cc1 (stereo not drawn) | i | -5
31 | COc1ccccc1NC(=O)Nc1ccc(C(N)=O)cc1 | i | 9
32 | O=C1N[C@@H](Cc2ccccc2)COC(=O)[C@H](Cc2ccc(F)cc2)CC/C=C/C[C@H]1CC(=O)N(CCO)Cc1ccccc1 | · | 4
33 | COc1cccc(OCCNCc2ccccc2)c1 | i | -24
34 | Cc1nn(CC(=O)N2CCN(C)CC2)c(=O)c2c1sc1ccccc12 | i | -24
35 | O=C(NCC1CCCO1)C1CCCN1C(=O)Nc1ccc(Cl)c(Cl)c1 (stereo not drawn) | i | -9
36 | COc1ccc2cc(-c3cc(C(=O)OCC(=O)NC4CCS(=O)(=O)C4)c4ccccc4n3)ccc2c1 (stereo not drawn) | i | 26
37 | Cn1cc(C(=O)OCC2CCN(CCNS(C)(=O)=O)CC2)c2ccccc21 | i | -10
38 | CS(=O)(=O)N1CCc2cc(C(=O)Nc3ccccc3Br)ccc21 | i | ·
39 | COc1ccc(NC(=O)CCNS(=O)(=O)c2ccc3c(c2)c(=O)n(C)c(=O)n3C)cc1OC | i | -12
40 | CCOc1ccc(/C(O)=C2/C(=O)C(=O)N(c3ncccn3)C2c2ccc(Cl)cc2)cc1 (stereo not drawn) | i | -42
41 | CCN1C[C@@H]2[C@@H]3C(=O)N(C)C(=O)[C@@H]3[C@](CC)(C1=O)N2C(=O)c1ccc(C(C)(C)C)cc1 | · | 0
42 | Cc1ccnc(NC(=O)c2ccc(Cl)c(NC(=O)c3ccccc3C)c2)c1 | i | -22
43 | O=C(CCc1nc2ccccc2c(=O)[nH]1)NNC(=O)c1cccc(Cl)c1 | i | -10
44 | Cc1nnc(SCc2cnc(-c3ccccc3)o2)[nH]c1=O | i | 5
45 | CCOC(=O)CN(Cc1ccccc1)C(=O)OC(C)(C)C | i | -5
46 | CSc1ccc(C(=O)C2CCCN(C(=O)c3nn(C)c(=O)c4ccccc34)C2)cc1 (stereo not drawn) | i | -21
47 | Cc1ccc(N2CN(Cc3ccco3)CNC2=S)c(C)c1 | i | -8
48 | CCOc1ccc(NC(=O)CCC(=O)n2nc(C)cc2C)cc1 | i | -17
49 | CN(C)c1cc(NC(=O)CNC(C)(C)CC(C)(C)C)c2ccccc2n1 | i | -40
50 | Cc1cc(C)cc(N(CC(=O)Nc2ccccc2)C2=NC3CS(=O)(=O)CC3S2)c1 (stereo not drawn) | i | 5
51 | Cc1ccc(NC(=O)CN2C(=O)c3ccccc3S2(=O)=O)c(C)c1 | i | -12
52 | Nc1ccc2nc(CCc3ccccc3)[nH]c2c1 | i | -8
53 | CC1=CC[C@@]23CCCN2C(=O)CCC[C@H]3C1 | · | 2
54 | CCn1c(SCC(=O)NCc2ccco2)nnc1-c1cccs1 | i | 0
55 | Nc1nc(C23CC4CC(CC(C4)C2)C3)[nH]c(=O)n1 | i | -4
56 | COc1ccc(C2C(C#N)=C(N)Oc3cc(C)[nH]c(=O)c32)cc1OC (stereo not drawn) | i | -5
57 | Cc1ccc(-c2nnn(CC(=O)N3CCN(c4ccccc4)CC3)n2)o1 | i | -20
58 | CCn1cc(C(=O)NCCCOC(C)C)c(=O)c2cc(S(=O)(=O)N3CCC(C)CC3)ccc21 | i | -2
59 | CCOC(=O)C1=C(C)Nc2nc3ccccc3n2C1c1ccccc1 (stereo not drawn) | i | -38
60 | COc1ccc(S(=O)(=O)Nc2nc3n(n2)C(c2ccc(Cl)cc2)CC(=O)N3)cc1 (stereo not drawn) | i | 4
61 | Cc1ccc(SC(C)C(=O)Nc2ccc(S(=O)(=O)N3CCOCC3)cc2)cc1 (stereo not drawn) | i | -18
62 | O=S(=O)(NCC1CCCO1)c1cnc(Cl)c(Br)c1 (stereo not drawn) | i | -7
63 | Cc1ccc2nc(SCc3ccc([N+](=O)[O-])cc3)nc(C)c2c1 | i | -28
64 | O=C(Nc1ccncc1)C1CCN(S(=O)(=O)c2ccccc2C(F)(F)F)CC1 | i | -11
65 | CN(C(=O)COC(=O)c1cc2ccccc2cc1O)c1ccccc1 | · | 0
66 | Cc1ccc(C(=O)CC(=O)c2ccccc2)cc1 | i | -6
67 | Oc1ccccc1/C=N/Nc1nn[nH]n1 | i | -13
68 | COc1ccc(C(=O)NC2=NCCS2)cc1 | i | -15
69 | Cc1ccc(-c2cc(C(F)F)nc(NCC3CCCO3)n2)cc1 (stereo not drawn) | i | -38
70 | C=C(C)CNC(=O)CCc1nnc(Cc2cccc(C(F)(F)F)c2)o1 | i | -4
71 | Cc1ccccc1C(=O)O/N=C(\N)c1ccccc1 | i | -8
72 | CS(=O)(=O)N1CCC(C(=O)Nc2ccc(OCc3ccccc3)cc2)CC1 | i | 7
73 | O=C(Nc1nnc(-c2ccccn2)o1)c1cccc(Cl)c1 | i | -7
74 | COC(=O)c1ccc(OC)c(-c2c(OC)cc(OC)cc2OC)c1 | i | 2
75 | O=C(CCN1C(=O)c2cccc3cccc(c23)C1=O)NC1CCS(=O)(=O)C1 (stereo not drawn) | i | 3
76 | CN(C)C(=O)c1ccc(COc2ccccc2Br)o1 | i | -16
77 | Cc1ccc(CC2CC(=O)N(CC(=O)O)C2=O)cc1 (stereo not drawn) | i | 5
78 | CC(C)C(=O)NC(=S)Nc1ccc(S(=O)(=O)N2CCCC2)cc1 | i | -3
79 | Cc1nc(SCC(=O)N(CC(C)C)C2CCS(=O)(=O)C2)c2c(C)c(C)sc2n1 (stereo not drawn) | · | -17
80 | O=C(Nc1ccccc1)OCCNC(=O)c1ccccc1 | i | 1
81 | CCC(C(=O)N1CCC(C(N)=O)CC1)n1nc(C)n2c(cc3occc32)c1=O (stereo not drawn) | i | -30
82 | CN(C)CC(=O)Nc1cc(C(F)(F)F)ccc1Cl | i | 2
83 | CC(=O)c1ccc(OCC(=O)Nc2ccc(N3CCCCC3)cc2)cc1 | · | 0
84 | Cc1nc(N2CCCCC2)c(C#N)c(C)c1[N+](=O)[O-] | i | -22
85 | Cc1ccc(Cl)cc1NC(=O)CCN1C(=O)C2C3CCC(C3)C2C1=O (stereo not drawn) | i | -18
86 | CC(C)COC(=O)OCN1C(=O)CN(CCN2CC(=O)N(COC(=O)OCC(C)C)C(=O)C2)CC1=O | i | -10
87 | CCn1c(SCC(=O)Nc2nc(C)cs2)nnc1C(C)NC(=O)c1ccccc1 (stereo not drawn) | i | -11
88 | Cc1c(C(=O)NCC(c2ccco2)N2CCCC2)oc2ccc(Cl)cc12 (stereo not drawn) | i | -38
89 | CCn1c(SCC(=O)Nc2sc3c(c2C#N)CCCC3)nnc1-c1ccco1 | i | 31
90 | COc1ccccc1NS(=O)(=O)c1ccc(C)c(NC(=O)NCCCl)c1 | i | -1

Next part.
# | structure | CHT allo act | OX1R antag
91 | CN(Cc1ccccc1)C(=O)c1[nH]cnc1C(=O)NCCCCCNC(=O)OC(C)(C)C | · | -19
92 | O=C(NC(=S)Nc1ccccc1N1CCOCC1)c1ccc(Br)cc1 | i | -37
93 | CCN(CC)C(=S)SCC(=O)Nc1ncc2c(n1)CCCC2=O | i | -5
94 | O=C(c1ccc2c(c1)OCO2)N1CCC2(CC1)Oc1ccc(F)cc1C(=O)C21CC(c2ccc(Cl)cc2)=NO1 (stereo not drawn) | i | -18
95 | CCOc1ccc(OCCC(=O)NNC(=O)c2nn(C)c(=O)c3ccccc23)cc1 | i | -19
96 | CCOc1ccc(NC(=O)c2nsc(Cl)c2Cl)cc1 | i | -12
97 | CC(=O)c1cccc(NC(=O)c2ccccc2-c2ccccc2C(=O)O)c1 | i | -13
98 | O=C(O)c1cccc(NC(=O)C23CC4CC(C2)CC(n2cnc(Cl)n2)(C4)C3)c1 | i | -5
99 | CCCCN(CC(=O)NC1CC1)S(=O)(=O)c1ccc(OCC)cc1 | · | -11
100 | CCN(CC)S(=O)(=O)c1cccc(NC(=O)COC(=O)C2CC3C=CC2C3)c1 (stereo not drawn) | i | 5
101 | Cc1ccc2oc(C(=O)Nc3ccc(S(=O)(=O)Nc4onc(C)c4C)cc3)c(C)c2c1 | i | -12
102 | CCOc1cc(C(=O)Nc2ccc(N3CCOCC3)cc2)cc(Br)c1OC | i | -16
103 | O=C(COc1ccccc1C(=O)O)Nc1ccc(SC(F)F)cc1 | i | -28
104 | Cc1nn(CC(=O)NCCc2ccccc2)c(=O)c2cc3occc3n12 | i | -10
105 | Cc1ccc(C(=O)Nc2cccnc2)cc1[N+](=O)[O-] | i | -7
106 | O=C(NCC1(c2ccccc2)CCCC1)C(=O)N1CCOCC1 | i | -5
107 | O=C(CCCN1C(=O)c2ccccc2C1=O)Nc1ccccc1C(=O)N1CCOCC1 | i | -18
108 | Oc1ccc(-c2nccc(-c3ccc(Cl)cc3)n2)cc1 | i | -24
109 | COc1ccc(NC(=S)N(CCc2ccc(OC)c(OC)c2)Cc2ccccn2)cc1 | i | -20
110 | Cn1cccc1/C=N/NC(=O)c1cc(-c2cccs2)nc2ccccc12 | i | -36
111 | Cc1nc(-c2ccc(Cl)cc2)sc1C(=O)O | i | -6
112 | OC(CCN1CCC2(CC1)OCCO2)C(F)(F)F (stereo not drawn) | i | -6
113 | O=C(c1ccc(CS(=O)Cc2cccc(Cl)c2)o1)N1CCN(C2CCCCC2)CC1 (stereo not drawn) | i | -30
114 | COc1ccc(/C=N\NC(=O)c2cccc(F)c2)cc1COc1ccccc1 | i | -19
115 | COc1ccc(N(CC(=O)NCCc2ccc(OC)c(OC)c2)S(=O)(=O)c2ccc(OC)c(OC)c2)cc1 | i | -42
116 | COc1cccc(NC(=O)COC(=O)Cc2ccc(Cl)cc2)c1 | i | -31

Compound activity from PubChem BioAssay.
